Bioassay records: PubChem BioAssay, several laboratories
hcDAF12 agonist = activators of H. contortus DAF-12 nuclear receptor; HEK293 hcDAF-12 lit1-tk-luc reporter, luminescence; 0% DMSO, 100% Δ7-dafachronic acid; 370,000 tested, 1.4% active; activation, % at 6.8 µM;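 active = activation above the mean of all tested compounds plus 3 SD, cut at about 5.5% in these data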;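 also: 100% = response to 3 µM Δ7-dafachronic acid high control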
NPR1 activator = GC-A (human) enzyme activation; P16066; HEK293 GC-A cells, cGMP TR-FRET, EC30 ANP; 0% at EC30 ANP, 100% saturating ANP; activation, % at 10 µM; 370,000 tested, 0.14% active; AID 1671463; in the data active = activation above about 40%
Target sequence (P16066 whole entry, looked up): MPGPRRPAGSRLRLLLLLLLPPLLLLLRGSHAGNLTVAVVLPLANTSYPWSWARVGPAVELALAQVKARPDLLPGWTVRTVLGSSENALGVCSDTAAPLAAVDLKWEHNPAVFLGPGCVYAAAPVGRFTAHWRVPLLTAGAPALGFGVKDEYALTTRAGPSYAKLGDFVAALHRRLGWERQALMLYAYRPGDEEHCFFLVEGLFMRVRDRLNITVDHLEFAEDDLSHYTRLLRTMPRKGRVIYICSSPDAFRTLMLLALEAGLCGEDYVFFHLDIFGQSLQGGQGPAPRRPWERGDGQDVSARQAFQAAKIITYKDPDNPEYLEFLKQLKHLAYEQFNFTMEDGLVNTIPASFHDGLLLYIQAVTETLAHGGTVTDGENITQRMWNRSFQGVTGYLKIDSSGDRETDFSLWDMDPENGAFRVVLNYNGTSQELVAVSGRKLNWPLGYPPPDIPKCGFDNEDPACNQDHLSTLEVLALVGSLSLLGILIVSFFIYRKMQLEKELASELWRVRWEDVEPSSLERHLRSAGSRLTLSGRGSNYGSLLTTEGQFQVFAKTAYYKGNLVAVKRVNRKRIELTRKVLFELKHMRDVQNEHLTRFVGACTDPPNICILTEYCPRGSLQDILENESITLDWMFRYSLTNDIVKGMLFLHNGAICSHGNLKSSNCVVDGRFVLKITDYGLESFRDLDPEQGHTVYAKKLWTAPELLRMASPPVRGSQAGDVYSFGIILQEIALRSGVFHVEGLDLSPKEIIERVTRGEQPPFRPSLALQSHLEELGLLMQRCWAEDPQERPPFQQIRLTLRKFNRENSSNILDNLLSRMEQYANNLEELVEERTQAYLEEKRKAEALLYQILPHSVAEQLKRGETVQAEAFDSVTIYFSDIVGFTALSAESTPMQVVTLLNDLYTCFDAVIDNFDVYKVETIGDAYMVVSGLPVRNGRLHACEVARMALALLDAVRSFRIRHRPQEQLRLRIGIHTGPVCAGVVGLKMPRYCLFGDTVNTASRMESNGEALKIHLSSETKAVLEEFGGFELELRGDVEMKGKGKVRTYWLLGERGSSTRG
SMARCA2 activ = SMARCA2 function activation, primary screen; AID 652017; activation, % at 9.1 µM; 370,000 tested, 1% active; MG213 cells, MMTV-luciferase reporter, dexamethasone, overnight; in the data active = activation above about 7.8%;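 also: 0% = vehicle wells and 100% = reference activator wells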
ssDAF-12 act = activates DAF-12 receptor from parasite S. stercoralis; HEK293 ssDAF-12/GRIP1 lit1-tk-luc reporter, luminescence; % of 3 µM dafachronic acid response; activation, % at 6.8 µM; 370,000 tested, 1% active; AID 652126;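 active = activation above the mean over all tested compounds plus 3 SD, cut at about 0.9% in these data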;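 also: 0% = DMSO-only wells and 100% = 3 µM delta7-dafachronic acid wells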
hgDAF12 agonist = agonists of H. glycines DAF-12 nuclear receptor; HEK293 GAL4-hgDAF12 UAS-luciferase reporter, agonist luminescence; normalized to butyrate control; activation, % at 6.8 µM; 370,000 tested, 1.8% active;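 active = activation above a cutoff set at the mean of all screened compounds plus 3 SD, cut at about 10% in these data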;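 also: 0% = DMSO wells and 100% = sodium butyrate wells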
KLK7 zymogen act = activates the human kallikrein-7 zymogen; P49862; purified proKLK7, EDANS-DABCYL substrate fluorescence; 100% is mature enzyme control, 0% vehicle; activation, % at 7 µM; 370,000 tested, 0.9% active; AID 652039;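 active = activation above the mean of all tested compounds plus 3 SD, computed per campaign excluding outliers beyond control limits, cut at about 13% in these data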
NPR2 activator = GC-B (human) receptor activation | P20594 | HEK293-GC-B cells, CNP EC30, cGMP TR-FRET; 0% at EC30 CNP, 100% saturating CNP | 370,000 tested, 0.11% active | activation, % at 10 µM;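 active = activation at 10 µM reaching about 35% in either raw or pattern-adjusted values, limit read from the data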
GAA850 FXN act = frataxin GAA850 promoter activation; HEK293 lucGAA850 FXN promoter luciferase reporter, 24 h; percent of 10 µM SAHA response; activation, % at 6 µM; 360,000 tested, 0.56% active; AID 540364;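 active = activation above the average of all compounds screened plus 3 SD, cutoff fixed separately per campaign, cut at about 7.5% in these data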;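 also: 0% = DMSO wells and 100% = 10 µM SAHA wells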
HGIII-sPLA2 inh = Blocks human group III sPLA2 activity. QFRET BODIPY PC-A2 liposome hydrolysis, fluorescence. inhibition, % at 12.2 µM. AID 743126. Q9NZ20. 370,000 tested, 0.56% active;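 active = inhibition above mean plus 3 SD of compounds lying within the high and low control bounds, cut at about 19% in these data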;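 also: 0% = median of test compound wells and 100% = no enzyme DMSO wells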
DAX1 inh-1 = inhibitors of human orphan nuclear receptor DAX1 (NR0B1); P51843; HEK293 Gal4-DAX1 luciferase reporter, luminescence; inhibition, % at 6.75 µM; 340,000 tested, 0.99% active; AID 504766;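 active = inhibition above the mean over all tested compounds plus 3 SD, cut at about 4.2% in these data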;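 also: 0% = DAX1-transfected cells with DMSO and 100% = empty-vector control cells with DMSO; inhibition shows as a rise in luminescence from relieved DAX1 repression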
DAX1 inh-2 = DAX1 (NR0B1) inhibition, primary screen; HEK293T StAR-luciferase reporter, SF-1/DAX-1 repression relief; inhibition, % at 6.8 µM; 370,000 tested, 1.1% active; AID 652010;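 active = inhibition above the mean over all tested compounds plus 3 SD, cut at about 3.6% in these data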;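 also: 0% = DAX-1 cells with DMSO and 100% = cells lacking DAX-1 with DMSO; higher inhibition means more luminescence from relief of DAX-1 repression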
Numbers without * were called inactive.

For COc1ccc(NC(=O)CSCC(=O)N(C)Cc2cccc(OC)c2OC)cc1 the results were hcDAF12 agonist -1.0, NPR1 activator 2, SMARCA2 activ 1, ssDAF-12 act -1.2, hgDAF12 agonist 1.9, KLK7 zymogen act -0.6, NPR2 activator -3, GAA850 FXN act 0.6, HGIII-sPLA2 inh -2, DAX1 inh-1 -0.3 and DAX1 inh-2 -0.4.
For COc1cccc(-c2ccc(C#N)c(=O)[nH]2)c1 the results were hcDAF12 agonist -0.8, NPR1 activator 1, SMARCA2 activ 1, ssDAF-12 act -1.3, hgDAF12 agonist -1.2, KLK7 zymogen act -38, NPR2 activator -2, GAA850 FXN act 0.7, HGIII-sPLA2 inh -4, DAX1 inh-1 -0.3 and DAX1 inh-2 0.0.
Screening C=CCN(c1ccccc1)S(=O)(=O)c1ccc(Cl)c(C(=O)OCC(=O)c2[nH]c(C)c(C(C)=O)c2C)c1 returned hcDAF12 agonist -2.7, NPR1 activator 1, SMARCA2 activ -1, ssDAF-12 act -0.5, hgDAF12 agonist -2.2, KLK7 zymogen act 0.9, NPR2 activator 3, GAA850 FXN act 1.8, HGIII-sPLA2 inh 2, DAX1 inh-1 -1.1 and DAX1 inh-2 0.1.
`COC(=O)CSc1nnc(CNC(=O)c2ccccc2F)n1-c1ccc(F)cc1` gave hcDAF12 agonist 0.7, NPR1 activator -2, SMARCA2 activ 6, ssDAF-12 act -2.0, hgDAF12 agonist 0.4, KLK7 zymogen act 0.8, NPR2 activator 7, GAA850 FXN act -0.3, HGIII-sPLA2 inh 0, DAX1 inh-1 0.3 and DAX1 inh-2 -0.3.
For O=Nc1c(O)[nH]c2ccc(Cl)c(Cl)c12 the results were hcDAF12 agonist -1.4, NPR1 activator 6, SMARCA2 activ 2, ssDAF-12 act -1.1, hgDAF12 agonist -0.1, KLK7 zymogen act 0.4, NPR2 activator 0, GAA850 FXN act 2.5, HGIII-sPLA2 inh -77, DAX1 inh-1 -0.9 and DAX1 inh-2 -0.7.
`Cc1ccc(C(=O)c2ccc(O)cc2)cc1C` gave hcDAF12 agonist -0.5, NPR1 activator 5, SMARCA2 activ 0, ssDAF-12 act -1.1, hgDAF12 agonist 5.9, KLK7 zymogen act -0.6, NPR2 activator -1, GAA850 FXN act 0.1, HGIII-sPLA2 inh -22, DAX1 inh-1 1.9 and DAX1 inh-2 -0.4.
CCOC(=O)c1c(NC(=O)COC(=O)c2ccccn2)sc(C)c1C was read as hcDAF12 agonist -1.7, NPR1 activator -1, SMARCA2 activ -3, ssDAF-12 act -0.7, hgDAF12 agonist -0.9, KLK7 zymogen act -0.1, NPR2 activator 5, GAA850 FXN act 0.5, HGIII-sPLA2 inh -1, DAX1 inh-1 -0.7 and DAX1 inh-2 1.6.
Screening CSCC[C@H](NC(=O)NCc1ccc(F)cc1)C(=O)O returned hcDAF12 agonist -0.1, NPR1 activator 1, SMARCA2 activ 1, ssDAF-12 act -1.0, hgDAF12 agonist -0.7, KLK7 zymogen act 0.1, NPR2 activator 4, GAA850 FXN act -1.7, HGIII-sPLA2 inh 3, DAX1 inh-1 2.4 and DAX1 inh-2 0.7.
For Cc1ccc(S(=O)(=O)N2CCN(c3nc(C(C)C)c4c(c3C#N)CC(C)(C)OC4)CC2)cc1 the results were hcDAF12 agonist -0.3, NPR1 activator 5, SMARCA2 activ -3, ssDAF-12 act -1.6, hgDAF12 agonist -0.1, KLK7 zymogen act -0.5, NPR2 activator -3, GAA850 FXN act -0.6, HGIII-sPLA2 inh -3, DAX1 inh-1 3.6 and DAX1 inh-2 0.8.
COc1ccc(C(=O)N/C(=C\c2cn(S(=O)(=O)N(C)C)c3ccccc23)C(=O)NCCCn2ccnc2)cc1 was read as hcDAF12 agonist -1.5, NPR1 activator 4, SMARCA2 activ -1, ssDAF-12 act -1.0, hgDAF12 agonist 2.1, KLK7 zymogen act 0.1, NPR2 activator 1, GAA850 FXN act 1.4, HGIII-sPLA2 inh -16, DAX1 inh-1 -0.3 and DAX1 inh-2 -1.2.
O=C(NCc1ccc(F)cc1)c1c2c(nc3ccccc13)CCC2 was read as hcDAF12 agonist 2.5, NPR1 activator -5, SMARCA2 activ 9.4*, ssDAF-12 act -0.5, hgDAF12 agonist 3.7, KLK7 zymogen act -0.3, NPR2 activator 2, GAA850 FXN act 0.0, HGIII-sPLA2 inh -2, DAX1 inh-1 -0.4 and DAX1 inh-2 4.5*.
Nc1ncnc2c1ncn2[C@@H]1O[C@H](C(=O)Nc2cc(C(F)(F)F)cc(C(F)(F)F)c2)[C@@H](O)[C@H]1O was read as hcDAF12 agonist -3.4, NPR1 activator -3, SMARCA2 activ 0, ssDAF-12 act -0.9, hgDAF12 agonist -2.4, KLK7 zymogen act -0.8, NPR2 activator 2, HGIII-sPLA2 inh -4 and DAX1 inh-2 -0.3.
Screening CC(=O)Nc1ccc(N/C(C)=C/C(=O)c2cccnc2)cc1 returned hcDAF12 agonist -1.5, NPR1 activator 2, SMARCA2 activ -3, ssDAF-12 act -1.4, hgDAF12 agonist -1.1, KLK7 zymogen act 0.5, NPR2 activator -3, GAA850 FXN act -0.1, HGIII-sPLA2 inh 7, DAX1 inh-1 0.1 and DAX1 inh-2 -0.2.
For CCCCC(=O)NCc1ccccc1Cl the results were hcDAF12 agonist 2.8, NPR1 activator 1, SMARCA2 activ 4, ssDAF-12 act -0.9, hgDAF12 agonist 1.5, KLK7 zymogen act 0.5, NPR2 activator -1, GAA850 FXN act -0.9, HGIII-sPLA2 inh -1, DAX1 inh-1 1.8 and DAX1 inh-2 0.7.
`Cc1ccc(C(=O)OCC(=O)NCCC2=CCCCC2)s1` gave hcDAF12 agonist 1.8, NPR1 activator 0, SMARCA2 activ 1, ssDAF-12 act -1.4, hgDAF12 agonist -1.2, KLK7 zymogen act -0.3, NPR2 activator 1, GAA850 FXN act 1.0, HGIII-sPLA2 inh -3, DAX1 inh-1 -0.3 and DAX1 inh-2 -0.2.
For Cc1cccc(-[n+]2c(-c3cccc(Br)c3)[nH]c3nc4ccccc4nc32)c1 the results were hcDAF12 agonist -2.0, NPR1 activator -6, SMARCA2 activ -6, ssDAF-12 act -1.6, hgDAF12 agonist -2.1, KLK7 zymogen act -2.1, NPR2 activator 2, GAA850 FXN act -0.9, HGIII-sPLA2 inh 16 and DAX1 inh-2 0.2.
`C[C@H]1[C@@H](c2ccccc2)Oc2ccc(Cl)cc2S(=O)(=O)N1Cc1cccc(Cl)c1` gave hcDAF12 agonist 1.6, NPR1 activator 3, SMARCA2 activ 4, ssDAF-12 act -1.4, hgDAF12 agonist 1.4, KLK7 zymogen act 0.3, NPR2 activator 1, HGIII-sPLA2 inh -6 and DAX1 inh-2 -0.3.
CC(C)(C)c1ccc(C(=O)NCCC(=O)NCc2ccco2)cc1 was read as hcDAF12 agonist -0.8, NPR1 activator 1, SMARCA2 activ -3, ssDAF-12 act -1.2, hgDAF12 agonist -1.4, KLK7 zymogen act -1.1, NPR2 activator 0, GAA850 FXN act 2.9, HGIII-sPLA2 inh -1, DAX1 inh-1 -0.4 and DAX1 inh-2 -0.8.
For NC1=NC(=O)C(Cc2cccc(Cl)c2)S1 (configuration not stated) the results were hcDAF12 agonist 1.0, NPR1 activator 4, SMARCA2 activ -2, ssDAF-12 act -1.7, hgDAF12 agonist -1.5, KLK7 zymogen act -0.2, NPR2 activator 5, GAA850 FXN act 0.7, HGIII-sPLA2 inh 9, DAX1 inh-1 -0.9 and DAX1 inh-2 0.7.
For CSCCC(NC(=O)CCNC(=O)c1ccccc1Cl)c1nc2ccccc2[nH]1 (configuration not stated) the results were hcDAF12 agonist -0.7, NPR1 activator 1, SMARCA2 activ -1, ssDAF-12 act -1.1, hgDAF12 agonist -0.3, KLK7 zymogen act 0.5, NPR2 activator -1, GAA850 FXN act 0.6, HGIII-sPLA2 inh 0, DAX1 inh-1 0.0 and DAX1 inh-2 -0.8.
For O=C(NCCC(=O)N1CCN(c2ccccn2)CC1)c1ccc(Br)cc1 the results were hcDAF12 agonist 0.1, NPR1 activator -6, SMARCA2 activ 1, ssDAF-12 act -1.1, hgDAF12 agonist -1.8, KLK7 zymogen act 0.1, NPR2 activator -6, GAA850 FXN act -3.3, HGIII-sPLA2 inh -3, DAX1 inh-1 -0.2 and DAX1 inh-2 1.0.
Screening CCC(CC)NCc1ccc2c(c1)c1ccccc1n2CC returned hcDAF12 agonist 0.8, NPR1 activator -11, SMARCA2 activ 2, ssDAF-12 act -1.5, hgDAF12 agonist 2.4, KLK7 zymogen act 0.1, NPR2 activator 0, GAA850 FXN act -0.4, HGIII-sPLA2 inh 0, DAX1 inh-1 2.0 and DAX1 inh-2 -0.9.
Screening Cc1nc2ncnn2c(C)c1CCC(=O)NCc1ccccc1 returned hcDAF12 agonist 2.1, NPR1 activator 6, SMARCA2 activ -3, ssDAF-12 act -1.2, hgDAF12 agonist -1.7, KLK7 zymogen act 0.4, NPR2 activator 3, GAA850 FXN act -2.2, HGIII-sPLA2 inh 1, DAX1 inh-1 -0.3 and DAX1 inh-2 0.3.
`CCN(C[C@H]1N[C@@](C)(C(=O)OC)[C@H]2C(=O)N(Cc3ccccc3)C(=O)[C@@H]12)S(=O)(=O)c1ccc(C)cc1` gave hcDAF12 agonist -2.1, NPR1 activator -6, SMARCA2 activ 3, ssDAF-12 act -0.7, hgDAF12 agonist 1.6, KLK7 zymogen act 0.2, NPR2 activator 2, GAA850 FXN act 4.5, HGIII-sPLA2 inh -12, DAX1 inh-1 0.0 and DAX1 inh-2 -0.1.
For COc1ccc(Nc2ncnc3ccc(C)cc23)cc1 the results were hcDAF12 agonist -1.0, NPR1 activator -3, SMARCA2 activ 0, ssDAF-12 act -1.9, hgDAF12 agonist 1.3, KLK7 zymogen act 0.6, NPR2 activator 0, GAA850 FXN act -2.8, HGIII-sPLA2 inh 4, DAX1 inh-1 0.2 and DAX1 inh-2 0.2.
For CCCOc1ccc(C2NC(=O)NC(c3ccccc3)=C2C(C)=O)cc1OCC (configuration not stated) the results were hcDAF12 agonist -0.4, NPR1 activator -4, SMARCA2 activ -3, ssDAF-12 act -1.7, hgDAF12 agonist 1.2, KLK7 zymogen act 5.6, NPR2 activator -3, GAA850 FXN act 1.3, HGIII-sPLA2 inh -4, DAX1 inh-1 -1.1 and DAX1 inh-2 -0.9.
O=C(N/N=C/c1cccc(OC(=O)c2ccco2)c1)c1ccc(F)cc1 was read as hcDAF12 agonist 3.3, NPR1 activator 5, SMARCA2 activ 2, ssDAF-12 act 0.0, hgDAF12 agonist 17*, KLK7 zymogen act 0.6, NPR2 activator 0, GAA850 FXN act 4.0, HGIII-sPLA2 inh -5, DAX1 inh-1 0.9 and DAX1 inh-2 2.6.
COC(=O)C1=CC(=O)N2CCN=C2S1 was read as hcDAF12 agonist 1.4, NPR1 activator 2, SMARCA2 activ -1, ssDAF-12 act -0.4, hgDAF12 agonist 0.8, KLK7 zymogen act -5.8, NPR2 activator -1, HGIII-sPLA2 inh -4 and DAX1 inh-2 -0.1.
